From PubChem BioAssay
RAD54 inh – inhibitors of human RAD54 branch migration, primary screen, biochemical, fluorescence, single point; RAD54 Holliday junction branch migration, FAM/BHQ fluorescence; inhibition, % at 10.4 µM; 0.14% of 360,000 active;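 active = mean normalized replicate activity at least 40 and at least half of replicates scoring 40 or more; inconclusive = only one of the two criteria met; inactive = mean below 40 and under half of replicates reaching 40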;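 also: 0% = median of neutral control wells and 100% = median of positive control wells; inhibitors cause a drop in the FAM fluorescence signal; in these data hits start at about 50%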
Target sequence (Q92698 whole entry, looked up): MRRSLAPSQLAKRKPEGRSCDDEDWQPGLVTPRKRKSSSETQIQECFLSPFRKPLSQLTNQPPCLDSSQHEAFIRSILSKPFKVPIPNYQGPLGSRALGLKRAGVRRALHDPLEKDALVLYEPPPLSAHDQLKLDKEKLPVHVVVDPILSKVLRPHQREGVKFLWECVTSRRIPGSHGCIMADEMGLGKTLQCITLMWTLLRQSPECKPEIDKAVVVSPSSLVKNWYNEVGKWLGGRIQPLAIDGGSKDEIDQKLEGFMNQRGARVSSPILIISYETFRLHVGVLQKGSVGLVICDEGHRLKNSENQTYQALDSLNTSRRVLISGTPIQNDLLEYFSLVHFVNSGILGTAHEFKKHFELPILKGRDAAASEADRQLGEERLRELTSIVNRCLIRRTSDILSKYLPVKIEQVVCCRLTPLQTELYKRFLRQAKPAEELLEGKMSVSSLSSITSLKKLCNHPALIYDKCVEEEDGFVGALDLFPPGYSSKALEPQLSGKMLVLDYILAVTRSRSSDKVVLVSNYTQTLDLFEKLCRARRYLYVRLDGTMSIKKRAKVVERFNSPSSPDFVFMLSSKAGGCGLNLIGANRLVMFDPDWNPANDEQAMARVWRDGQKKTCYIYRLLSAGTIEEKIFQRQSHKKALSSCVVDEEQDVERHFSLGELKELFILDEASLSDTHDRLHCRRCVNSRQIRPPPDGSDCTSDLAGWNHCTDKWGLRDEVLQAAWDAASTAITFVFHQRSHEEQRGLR
E-sel inducer – E-selectin induction in HUVECs, primary screen, imaging, HUVEC, immunofluorescence imaging, single point; P16581; normalized: neutral wells 0, TNF-alpha wells 100; activation, % at 7.58 µM; 0.37% of 260,000 active; AID 686992, 2013;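 active = mean E-selectin-positive cell signal at least 10% of the positive control, reached in at least 60% of replicates, without over 20% cell loss; inconclusive = no rule given, readout overlaps actives, possibly toxicity-flagged; inactive = the rest, including those meeting only one limit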;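 also: in these data hits start at about 27%; measured in HUVEC primary endothelial cells; signal is the percent of cells scored E-selectin positive by PE staining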
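System: HUVEC / Compound: single concentration / Signal: immunofluorescence imaging / Read-out: percent E-selectin-positive cells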
F508del corr – F508del CFTR correction, initial screen, CFBE line, single point. AID 720511, 2013. CFBE cells, YFP halide quenching; stimulated with forskolin plus potentiator P3; % fluorescence drop versus neutral controls. 0.36% of 350,000 active. activity (quench increase), % at 7.58 µM;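 active = mean added fluorescence quench of at least 8% versus neutral control, with both replicates also reaching 8%; inconclusive = only one of the mean or replicate conditions met; inactive = mean below 8% and not both replicates reaching 8%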;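 also: cells transiently co-express mutant CFTR-F508del with the halide-sensitive YFP; corrector assay measuring rescue of mutant channel to the surface after 24 h compound exposure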
DENV2 CPE rescue – inhibitors of DENV2 cytopathic effect, primary screen, cell-based, plate reader, single concentration; 1.7% of 350,000 active; CPE inhibition, % at 9.99 µM; DENV2-infected cells, cytopathic effect rescue; in the data active = CPE inhibition above about 20%, passing the limit was not always enough; inconclusive = no clear call, values can overlap the other calls; tested in BHK-21 cells;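 also: 0% = median of neutral control wells and 100% = median of positive control wells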
XiGFP reactiv – activators of inactive X chromosome reactivation, primary screen, imaging, XiGFP fibroblasts, GFP high-content imaging, set 2. XiGFP mouse fibroblasts, % GFP-positive cells imaging, 3 d; cells co-treated with 5-aza-dC sensitizer; scaled so ellipticine positive control = 100%. activation, % at 7.58 µM. 0.055% of 360,000 active. AID 743238, 2013;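 active = mean normalized replicate activation at least 10% and every replicate at or above 10%; inconclusive = only one of the two criteria met; inactive = mean below 10% and not all replicates reach 10%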;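 also: 0% = median of on-plate neutral control wells and 100% = ellipticine 6 µM median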
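Material: SV40-immortalized XiGFP fibroblast cells, line 68-5-11 | Buffer or medium: DMEM containing 5-aza-dC | Dosing: One concentration, pinned | Times: 3 d treatment, 15 min room-temperature fixation | Controls: Ellipticine 6 µM positive control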
CASP6 VEID inh – human caspase-6 inhibitors, primary screen, biochemical, VEID-R110 fluorescence, single point, set 2 | P55212 | purified caspase-6, Z-VEID-R110 cleavage fluorescence | inhibition, % at 12.5 µM | 0.53% of 350,000 active | AID 686996, 2013;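 active = mean inhibition across replicates at least about 35%, with every replicate also reaching that limit, limit read from the data; inconclusive = only one of the two criteria met; inactive = neither criterion met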;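 also: 0% = median of neutral control wells and 100% = no fluorescence left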
Target sequence (P55212 24-179 limits assumed): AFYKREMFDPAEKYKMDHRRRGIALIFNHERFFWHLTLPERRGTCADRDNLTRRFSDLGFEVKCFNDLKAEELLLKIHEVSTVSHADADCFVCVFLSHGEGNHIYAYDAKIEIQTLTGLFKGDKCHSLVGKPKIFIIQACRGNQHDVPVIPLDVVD
Target sequence (P55212 194-293 limits assumed): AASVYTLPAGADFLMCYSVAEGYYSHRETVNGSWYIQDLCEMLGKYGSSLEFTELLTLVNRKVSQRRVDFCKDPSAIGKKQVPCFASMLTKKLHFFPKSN
GSIS activator – GLuc luminescence reporter in INS-1E cells, primary screen for activators of glucose-dependent secretion of insulin; INS-1E GLuc reporter insulin secretion, 2-3 h; activation, % at 16.6 µM; 0.61% of 370,000 active; AID 743287, 2014;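 active = lowest replicate activation of at least 40%, so every replicate reaches that level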;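 also: 0% = median of neutral control wells and 100% = median of IBMX positive control wells; some compounds called inactive have numbers as strong as hits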
RAD52 anneal inh – RAD52 DNA annealing inhibitors, primary screen, biochemical, FRET, single point, set 2. DNA repair protein RAD52 homolog (Homo sapiens), P43351. recombinant RAD52 DNA annealing, FRET fluorescence. inhibition, % at 18.7 µM. 0.46% of 360,000 active. AID 651710, 2012;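 active = every replicate showing at least 50% inhibition; inconclusive = mean inhibition at least 50% but not in every replicate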
* = called active by the depositor; ? = inconclusive; nt = not tested or not shown; & = joins results of further samples.

SMILES | RAD54 inh | E-sel inducer | F508del corr | DENV2 CPE rescue | XiGFP reactiv | CASP6 VEID inh | GSIS activator | RAD52 anneal inh
CCCC#Cc1ccc2c(c1)O[C@H](CN(C)C(=O)c1ccccn1)[C@H](C)CN([C@H](C)CO)S2(=O)=O | -8 | -0.4 | 0.4 | -4 | -0.5 | 1 | 7 | 3
CCOC(=O)C1(CCOc2ccccc2)CCN(Cc2ccc(NC(C)=O)cc2)CC1 | nt | -0.1 | -0.7 | -2 | 0.2 | 0 | -10 | -16
COc1ccc(-c2cnc3c(c2)C(=O)N([C@@H](C)CO)C[C@H](C)[C@H](CN(C)Cc2cccnc2)O3)cc1 | -4 | 1.9 | -2.1 | -5 | 0.3 | 1 | 9 | 3
COc1ccc(Cl)cc1Nc1nc(N)c2ccccc2n1 | 20 | nt | 4.9 | 16 | 0.0 | 6 | -9 | 23
COCCSc1ccccc1C(=O)N1CCCC(C)C1 (configuration not stated) | nt | 3.3 | 0.4 | -2 | -0.8 | -3 | 8 | -5
C[C@@H]1CN([C@@H](C)CO)S(=O)(=O)c2ccc(C3=CCCCC3)cc2O[C@H]1CN(C)Cc1ccccn1 | -15 | 0.0 | 1.2 | 13 | 0.2 | -1 | -13 | 16
O=Cc1ccc(N2CCCCC2)cc1 | -7 | nt | 2.8 | -7 | 0.1 | 0 | -6 | 5
C[C@@H]1CN([C@H](C)CO)C(=O)Cc2cc(NC(=O)NC3CCCCC3)ccc2O[C@H]1CN(C)C(=O)Nc1ccc(C(F)(F)F)cc1 | 6 | 0.1 | -2.1 | -8 | 1.0 | nt | 1 | 9
COc1ccccc1NS(=O)(=O)c1cccc(NS(=O)(=O)c2cc(C(=O)O)ccc2Cl)c1 | -1 | -0.1 | -2.3 | -12 | 0.1 | 4 | 8 | -10
CNc1cc(C)nc(N2CCOCC2)n1 | nt | nt | 0.1 | -2 | -0.1 | 0 | 9 | 0
N#Cc1ccccc1CSc1nc2ncc(Br)cc2[nH]1 | -1&-8 | 0.6 | -3.2 | 4 | 0.3 | -9 | -5 | -12
CCCNC(=O)[C@@H]1[C@@H](CO)[C@@H]2Cn3c(cccc3=O)[C@H]1N2S(=O)(=O)c1ccccc1C | 0 | -0.3 | 0.0 | -1 | 0.1 | -5 | 15 | 2
CC1(C)SC2c3ccccc3C(=O)N2[C@@H]1C(=O)NC1CC1 (some centres not stated) | nt | nt | -0.9 | -1 | 0.3 | 5 | 42* | -12
CC(C)C#Cc1ccc2c(c1)O[C@@H](CN(C)C(=O)Cc1ccccn1)[C@@H](C)CN([C@H](C)CO)S2(=O)=O | -4 | -0.1 | 2.3 | -1 | 2.0 | 1 | -4 | -31
Cc1cc(N2CCCC2)ccc1NC(=O)COc1ccc(Cl)cc1 | 9 | nt | 0.4 | -7 | -0.1 | -4 | 24 | -25
O=c1[nH][nH]c(C(F)(F)F)c1C=NCc1cccs1 | -5 | nt | 1.4 | 10 | 0.0 | 0 | -20 | -5
Cc1cc(C)cc(NC(=O)N2CCC(NC(=O)c3ccco3)CC2)c1 | -1 | nt | 0.5 | 2 | 0.2 | -1 | 4 | -12
C[C@H](CO)N1C[C@H](C)[C@@H](CN(C)C)Oc2ncc(C#CCN(C)C)cc2C1=O | 1 | 0.1 | 3.6 | 14 | -0.7 | -2 | 18 | 14
CO[C@H]1CN(C)C(=O)c2ccc(NC(=O)C3CCOCC3)cc2OC[C@@H](C)N(CC2CC2)C[C@H]1C | 11 | 0.0 | -1.1 | -5 | 0.0 | -4 | 10 | 12
CCc1ccc(NC(=O)C(=O)NCC2CCCO2)cc1 (configuration not stated) | 0 | 4.4 | 1.5 | -7 | 0.3 | 1 | -6 | -11
Cc1ccc([C@@H]2CC=C(C(=O)O)CN2S(=O)(=O)c2ccc(C)cc2)cc1 | 1 | nt | 1.3 | 15 | 0.0 | 2 | -9 | -3
CC1=NNC(=O)C1CC(=O)N/N=C(/C)c1cccc([N+](=O)[O-])c1 (configuration not stated) | nt | 2.6 | -0.9 | -1 | 0.0 | -1 | 0 | -17
O=C(CN1C(=O)COc2ccc(S(=O)(=O)N3CCCCC3)cc21)NCc1ccc(Cl)cc1 | -9 | nt | 1.9 | 0 | 0.0 | 2 | -11 | -8
Cc1nnc(N2C(=O)C(=O)/C(=C(/O)c3ccc4c(c3)OCCO4)C2c2cccc([N+](=O)[O-])c2)s1 (configuration not stated) | 8 | -0.1 | -1.0 | ? | -0.1 | 6 | -18 | 13
FC(F)(F)c1ccc(N2CCOCC2)c(Nc2nc3ccccc3n3cnnc23)c1 | 7 | nt | 7.0 | 3 | nt | 4 | 5 | -5
O=C(NC[C@@H]1N[C@@H](CO)[C@@H]1c1ccccc1)c1ccccc1F | 5 | -0.1 | 2.2 | 29* | 0.2 | nt | 4 | -44
O=c1[nH]c2ccccc2cc1CN(Cc1cccnc1)S(=O)(=O)c1ccc(Cl)cc1 | 15 | nt | 3.0 | 13 | 0.0 | -1 | 5 | -17
Cc1ccc(S(=O)(=O)N2CCN(C(=O)CN3C(=O)NC(C)(CCC(C)C)C3=O)CC2)c(C)c1 (configuration not stated) | -6 | nt | 3.6 | 17 | 0.0 | 7 | -18 | -14
CCOC(=O)NN1C(=O)c2ccccc2NC12CCCC2 | nt | nt | 0.2 | 2 | 0.2 | -2 | 12 | -23
Cc1ccc(C(CNS(=O)(=O)c2ccc(C)cc2)N2CCN(C)CC2)cc1 (configuration not stated) | 9 | -0.1 | -2.1 | -1 | 0.8 | -2 | 2 | -2
C[C@@H]1CN([C@@H](C)CO)C(=O)c2cc(NS(=O)(=O)c3ccccc3)ccc2O[C@@H](C)CCCCO[C@@H]1CN(C)S(=O)(=O)c1ccc(Cl)cc1 | nt | 0.2 | 0.5 | 19 | 0.5 | 2 | -42 | -24
Cc1nc2c(ccc3nc(NC(=O)Cc4ccccc4)sc32)s1 | 6 | 1.6 | 2.7 | -5 | 0.1 | 0 | 12 | 25
COc1ccccc1C(=O)Nc1ccc(OCc2nnc3c4ccccc4c(C)nn23)cc1 | nt | nt | 0.9 | -13 | 0.2 | -2 | 5 | -16
O=S1(=O)CC(N2CCN(CCO)CC2)CN1Cc1cn(Cc2ccccc2)nn1 (configuration not stated) | nt | 0.5 | -1.9 | 7 | 0.0 | -32 | 25 | -9
S=c1[nH]nc(-c2ccn[nH]2)n1-c1ccccc1Cl | nt | -0.3 | -0.7 | 3 | 0.2 | 1 | -3 | -5
COc1ccc(CNC(=O)C2CCN(S(=O)(=O)N3CC(C)CC(C)C3)CC2)cc1 (configuration not stated) | -1 | nt | 1.2 | 3 | 0.0 | 0 | 20 | -13

Six entries from above, sorted by their value in F508del corr, lowest first.
Compound	F508del corr	DENV2 CPE rescue	CASP6 VEID inh	GSIS activator	RAD52 anneal inh
Cc1ccc(C(CNS(=O)(=O)c2ccc(C)cc2)N2CCN(C)CC2)cc1 (configuration not stated)	-2.1	-1	-2	2	-2
O=S1(=O)CC(N2CCN(CCO)CC2)CN1Cc1cn(Cc2ccccc2)nn1 (configuration not stated)	-1.9	7	-32	25	-9
S=c1[nH]nc(-c2ccn[nH]2)n1-c1ccccc1Cl	-0.7	3	1	-3	-5
O=C(NC[C@@H]1N[C@@H](CO)[C@@H]1c1ccccc1)c1ccccc1F	2.2	29*	nt	4	-44
O=c1[nH]c2ccccc2cc1CN(Cc1cccnc1)S(=O)(=O)c1ccc(Cl)cc1	3.0	13	-1	5	-17
Cc1ccc(S(=O)(=O)N2CCN(C(=O)CN3C(=O)NC(C)(CCC(C)C)C3=O)CC2)c(C)c1 (configuration not stated)	3.6	17	7	-18	-14

Following part
SMILES | RAD54 inh | E-sel inducer | F508del corr | DENV2 CPE rescue | XiGFP reactiv | CASP6 VEID inh | GSIS activator | RAD52 anneal inh
O=C(C1CCOCC1)N1C[C@@H]2N[C@H](C1)C2c1ccc(-c2cncnc2)cc1 (some centres not stated) | nt | 0.1&0.0 | 1.0&-3.3 | -6&0 | 0.0&0.0 | -3&-2 | -3&-12 | 0&-2
C[C@H](CO)N1C[C@H](C)[C@H](CN(C)C(=O)C2CCCCC2)Oc2ncc(C#CC3CCCC3)cc2C1=O | -2 | -0.1 | -2.4 | -1 | -0.1 | -3 | -16 | 11
Cc1c(Cl)cccc1-c1ccc(CNCc2ccccn2)o1 | 13 | -0.2 | -2.7 | -7 | -0.1 | -3 | -3 | 2
CN(C)C1=C(Cl)C(=O)N(c2ccc(Cl)c(Cl)c2)C1=O | 5 | 0.2 | -2.6 | 13 | 0.8 | 9 | 7 | -112
COc1cccc(-c2ccc(NC(=O)C3CCCN(Cc4cnn(C)c4)C3)cc2)c1 (configuration not stated) | 2 | nt | 0.9 | 3 | 0.0 | -9 | -15 | -23
CCc1nc2ccc(C(=O)NC3CCC(C)CC3)cc2nc1CC (configuration not stated) | -9 | nt | 2.8 | ? | 0.0 | 1 | 11 | 4
CC1=C(C)CC(C(=O)Nc2nc(-c3ccc(F)cc3)c(C)s2)C(C(=O)O)C1 (configuration not stated) | nt | nt | nt | ? | -0.2 | -2 | -8 | -1
COc1cc(/C=C/C(=O)OCC(=O)N2CCOCC2)ccc1OCC#N | nt | nt | 0.0 | nt | 0.0 | -2 | 15 | -23
O=C(NCCc1ccc(Cl)cc1)C1CCC(CNc2nc(=S)[nH]c3ccccc23)CC1 (configuration not stated) | 5 | 0.2 | -4.6 | -4 | -0.2 | 3 | -16 | 1
COc1ccc(N2CCN(CC(=O)Nc3ccccc3C(=O)NCc3ccccc3)CC2)cc1 | -4 | nt | 0.0 | 4 | 0.0 | 1 | -4 | -2
O=C(CSc1ccc(-c2cccs2)nn1)Nc1ccccc1 | nt | 0.0 | -1.7 | -9 | 0.4 | 3 | 2 | 2
N#Cc1c(-c2ccco2)ccn(Cc2cccc(F)c2)c1=O | 10 | 2.8 | 0.8 | 2 | 0.0 | 3 | 9 | -66
Cc1cc(C(F)(F)F)nn1CC(=O)N1CCOCC1 | -3 | nt | 2.2 | nt | nt | 4 | -2 | -4

Molecules above containing a thiophene ring, fused or not, in the order listed:
SMILES | RAD54 inh | E-sel inducer | F508del corr | DENV2 CPE rescue | XiGFP reactiv | CASP6 VEID inh | GSIS activator | RAD52 anneal inh
O=c1[nH][nH]c(C(F)(F)F)c1C=NCc1cccs1 | -5 | nt | 1.4 | 10 | 0.0 | 0 | -20 | -5
O=C(CSc1ccc(-c2cccs2)nn1)Nc1ccccc1 | nt | 0.0 | -1.7 | -9 | 0.4 | 3 | 2 | 2
